SUMO1 PPI mod – SUMO1-SIM interaction modulation; P63165; 360,000 tested, 0.33% active; inhibition, % at 20 µM; SUMO1 binding to a labelled peptide, TR-FRET, 1 h; in the data active means inhibition above about 37%
Target sequence (P63165 whole entry, looked up): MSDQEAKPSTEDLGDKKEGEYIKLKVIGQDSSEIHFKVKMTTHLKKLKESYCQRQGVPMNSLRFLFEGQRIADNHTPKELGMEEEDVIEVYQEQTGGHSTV
eLon inh – inhibitors of E. coli Lon protease. inhibition, % at 7.94 µM. purified E. coli Lon protease, fluorescence polarization. 360,000 tested, 0.42% active; in the data active means inhibition above about 13%, passing the limit was not always enough;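 further: 0% = enzyme with probe and DMSO and 100% = no enzyme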
STEP inh – inhibitors of human striatal-enriched phosphatase STEP; inhibition, % at 20 µM; P54829; 360,000 tested, 0.25% active; recombinant STEP, OMFP fluorogenic substrate, fluorescence; AID 588621;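 active means inhibition at 20 µM, scaled per plate between control wells, above about 37%, limit read from the data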;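 further: 0% = DMSO with enzyme and substrate and 100% = substrate only without enzyme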
Target sequence (P54829 whole entry, looked up): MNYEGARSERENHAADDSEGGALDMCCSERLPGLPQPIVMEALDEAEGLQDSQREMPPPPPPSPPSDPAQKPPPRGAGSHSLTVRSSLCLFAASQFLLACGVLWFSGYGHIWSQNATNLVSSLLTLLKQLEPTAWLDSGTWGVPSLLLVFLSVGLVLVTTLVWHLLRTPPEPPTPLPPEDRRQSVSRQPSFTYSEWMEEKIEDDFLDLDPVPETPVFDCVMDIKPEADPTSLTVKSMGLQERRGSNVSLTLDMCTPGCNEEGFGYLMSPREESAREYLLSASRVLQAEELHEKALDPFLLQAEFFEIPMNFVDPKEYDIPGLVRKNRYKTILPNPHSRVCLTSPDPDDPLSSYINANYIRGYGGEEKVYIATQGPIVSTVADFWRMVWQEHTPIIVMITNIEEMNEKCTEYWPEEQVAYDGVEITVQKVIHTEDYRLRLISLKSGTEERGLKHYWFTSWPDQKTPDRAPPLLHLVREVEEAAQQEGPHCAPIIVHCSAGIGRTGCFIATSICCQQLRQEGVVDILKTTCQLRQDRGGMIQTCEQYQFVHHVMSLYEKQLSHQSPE
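System: isolated STEP enzyme; schedule: 20 min enzyme reaction at room temperature, protected from light; medium: Bis-Tris buffer pH 6.0, 2.5 mM DTT, 0.005% Tween 20; signal: fluorescence, 480/540 nm; dosing: single compound dose of 20 µM, 1% DMSO final; also added: OMFP substrate, 25 µM final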
Scp-1 inhibitor – blocks human Scp-1 phosphatase activity. Q9GZU7. Recombinant Scp1, phosphopeptide, malachite green phosphate absorbance. inhibition, % at 20 µM. 340,000 tested, 0.88% active;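 active means inhibition above about 50% at 20 µM, limit read from the data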;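 further: plate controls were DMSO wells with enzyme for no effect and wells lacking enzyme for full effect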
Target sequence (Q9GZU7 76-261 limits assumed): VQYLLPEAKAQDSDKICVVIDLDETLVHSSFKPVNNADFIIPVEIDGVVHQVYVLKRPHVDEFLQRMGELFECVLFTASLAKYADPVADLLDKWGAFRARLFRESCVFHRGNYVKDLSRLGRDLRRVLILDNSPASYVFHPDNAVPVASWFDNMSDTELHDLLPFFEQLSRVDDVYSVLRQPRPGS
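Test system – truncated SCP-1 phosphatase (76-261aa) · Reagent – Phosphorylated 17-residue peptide substrate · Incubation – 45 min room-temperature reaction, 5 min colour, 30 min stabiliser · Detection – colorimetric phosphate reagent with accelerator and stabiliser, absorbance at 630 nm · Measure – % inhibition at 20 µM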
DNMT1 block – DNMT1 (human) enzyme inhibition; inhibition (reported as % activation of signal), % at 10 µM; P26358; 360,000 tested, 0.83% active; DNMT1 molecular beacon, Hinp1I cleavage, fluorescence; in the data active means inhibition above about 50%
MsrA inhibitor – inhibitors of bovine MsrA | purified bovine MsrA, absorbance read-out | inhibition, % at 15.5 µM | 360,000 tested, 0.75% active | AID 651718; in the data active means inhibition above about 4.5%;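 further: 0% = vehicle wells with enzyme and 100% = reference inhibitor wells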
LMPTP block – LMPTP (human) inhibition | P24666 | recombinant LMPTP-A, OMFP fluorogenic substrate, fluorescence intensity | inhibition, % at 20 µM | 360,000 tested, 0.22% active;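 active means compounds that cut the enzyme signal by at least half of the control window in the single-dose screen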;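 further: plate controls were DMSO wells with enzyme plus substrate for no effect and substrate without enzyme for full effect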
Target sequence (P24666 whole entry, looked up): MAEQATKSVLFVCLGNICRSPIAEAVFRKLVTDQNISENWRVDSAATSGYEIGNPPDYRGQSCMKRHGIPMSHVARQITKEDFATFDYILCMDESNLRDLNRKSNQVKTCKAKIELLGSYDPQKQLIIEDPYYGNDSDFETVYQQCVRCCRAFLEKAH
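Assay system: LMPTP-A enzyme. Input: 0.625 nM LMPTP-A final. Probe or stimulus: 400 µM OMFP. Compound dosing: single 20 µM dose. Schedule: 50 min dark incubation at room temperature. Detection: fluorescence intensity of OMFP turnover product. Read-out: percent inhibition versus substrate-only and uninhibited controls. Benchmarks: no-enzyme low control, uninhibited high control.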
MsrA act – activators of bovine methionine sulfoxide reductase A; AID 602163; purified bovine MsrA, absorbance read-out; activation, % at 10.6 µM; 360,000 tested, 0.3% active; in the data active means activation above about 7.5%;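 further: 0% = vehicle and 100% = reference activator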
TbMetRS inhib – Trypanosoma brucei MetRS inhibition. inhibition, % at 11.9 µM. AID 624268. purified T. brucei MetRS, ATP depletion, Kinase-Glo luminescence. 360,000 tested, 0.4% active;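 active means inhibition above a per-plate cutoff of the control wells' mean inhibition plus 3 SD, cut at about 5.5% in these data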;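 further: 0% = DMSO wells median and 100% = median of wells with control inhibitor compound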
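technique = Kinase-Glo luminescence, ATP depletion format | system = purified MetRS (methionyl-tRNA synthetase) enzyme from Trypanosoma brucei | timing = 15 min preincubation, 2 h reaction, all 25 °C | evaluation = percent inhibition versus plate control medians | dosing = single dose, 11.9 µM final nominal, 0.9% final DMSO | also added = substrates ATP, L-methionine and bulk Escherichia coli tRNA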
CendR NRP1 mod – modulators of CendR peptide binding to human neuropilin-1; 360,000 tested, 0.85% active; O14786; FAM-RPARPAR peptide binding to NRP-1, fluorescence polarization; AID 602438; inhibition, % at 25 µM;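 active means inhibition or corrected inhibition above about 18%, plus a signal ratio from 0.5 to 1.5, limit read from the data, passing the limit was not always enough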; further: strong numbers were not always called active
An asterisk follows results filed as active; x = no result given.

Each structure is followed by: LMPTP block, STEP inh, eLon inh, TbMetRS inhib, DNMT1 block, Scp-1 inhibitor, MsrA inhibitor, SUMO1 PPI mod, MsrA act, CendR NRP1 mod
(1) O=C(NC1CCCC1)C(c1ccccc1)N(Cc1ccc2c(c1)OCO2)C(=O)Cc1cccs1 (stereo not drawn)
  1.1, -7, 6, -0.2, -3, -5, 0.2, -4, -1, 6
(2) COc1cccc(NC(=O)COC(=O)c2ccccc2C(=O)N(C)c2ccccc2)c1
  0.5, 1, -4, 0.1, -8, -13, -0.2, 0, -3, 9
(3) CCC(C(=O)NC(C)(C)C)N(Cc1ccco1)C(=O)Cn1nnc(-c2ccc(F)cc2)n1 (stereo not drawn)
  -0.8, 0, -6, -0.2, -2, -7, -0.1, 0, -3, 6
(4) CCN(CC)C1CCN(Cc2cn[nH]c2-c2ccc(OC)c(F)c2)C1 (stereo not drawn)
  -7.5, -3, -5, -0.5, -2, -3, -0.9, 0, 1, 13
(5) N#Cc1ccc(-c2ccc3c(c2)OCO3)nc1SCC(=O)OCc1ccccc1
  2.1, 0, 1, 0.3, 1, -11, 2.7, 9, -3, -8
(6) CCOC(=O)C1(C)CCCCN1C(=O)c1ccco1 (stereo not drawn)
  0.4, -1, -8, -0.2, -5, x, -0.8, -3, -5, 0
(7) O=P(C(=S)Nc1ccccc1Cl)(c1ccccc1)c1ccccc1
  -0.9, 6, -12, 0.0, -4, x, -1.2, 5, -8, -2
(8) COc1cccc(N2CC(C(=O)Nc3nnc(SCC(=O)Nc4ccc(NC(C)=O)cc4)s3)CC2=O)c1 (stereo not drawn)
  1.3, -1, -6, -0.3, -10, -5, -0.5, 17, -4, 12
(9) CC(=O)NCCN=C(C)c1sc2ccccc2c1O
  -2.3, -1, -2, -1.4, 3, -10, 1.0, -17, -6, -3
(10) CC1(C)Cc2c(sc(NC(=O)COc3ccc(Cl)cc3)c2C#N)C(C)(C)N1
  -0.3, -2, -7, -0.5, -4, -1, x, 4, 2, -7
(11) CC1=NN(c2ccccc2)C(=O)C1/C=C1/NC(=S)NC1=O (stereo not drawn)
  -0.1, 0, -23, -0.7, 3, -14, -0.7, -15, -5, 0
(12) CCOC(=O)C1CCN(Cc2ccc(C(=O)OC)cc2)CC1
  -0.4, -3, -4, -0.7, 9, 0, x, -1, 1, 9
(13) COc1ccc(-c2c(C)n([O-])c(C)c(C)[n+]2=O)cc1OC
  -1.0, 2, 2, -0.9, -1, 0, 2.1, -11, -9, -17
(14) CCOC(=O)c1cccc(NC(=O)C2CCCN(c3nnc(N4CCCC4=O)s3)C2)c1 (stereo not drawn)
  -0.5, -1, 2, -0.2, -8, -9, -0.2, 1, -6, 0
(15) O=C(c1sc2cc(F)ccc2c1Cl)N1CCN(c2cccc(Cl)c2)CC1
  2.7, -2, 0, -0.2, -2, -11, 2.5, -3, -2, 1
(16) COc1ccc(OC)c(S(=O)(=O)NCC(c2cccs2)N2CCc3ccccc3C2)c1 (stereo not drawn)
  2.5, 2, -5, -0.3, 0, -4, -0.5, -3, -2, -6
(17) Cc1ccccc1C(=O)NCC(=O)N1CCN(c2ccccn2)CC1
  -1.4, 1, -3, -0.1, -1, 5, 0.1, 1, -4, 18
(18) O=C(CCc1nc2ccccc2s1)OCC(=O)c1ccccc1
  -0.5, -1, 4, -0.4, -1, -6, -0.3, 5, -3, -10
(19) O=C(Nc1nnc(C(F)(F)F)s1)c1cccnc1
  -0.6, 5, -8, -0.6, 0, -3, 0.8, 1, -1, -7
(20) COc1cc(C(=O)NCC(c2ccccc2)N(C)C)ccc1OCc1c(C)noc1C (stereo not drawn)
  -8.9, 1, -3, -0.2, 3, -5, 0.0, -2, -4, -4
(21) O=C(CCCN1C(=O)c2ccccc2C1=O)NCCCn1ccnc1
  -3.5, 2, -10, 0.0, -4, -6, -0.1, 0, -3, 7
(22) COc1ccc(CN2CCN(Cc3ccco3)CC2)cc1OC
  -2.9, 2, -6, -0.9, 2, -6, 0.7, 3, -2, -2
(23) COc1ccccc1C(c1c(N)n(C)c(=O)n(C)c1=O)C(C)[N+](=O)[O-] (stereo not drawn)
  -3.0, 1, 2, -0.1, 4, -13, -0.1, -3, 0, -2
(24) O=C(CCC1CCCN(Cc2cccc3c2OCO3)C1)NCc1ccc(F)c(F)c1 (stereo not drawn)
  -0.2, 2, 5, 0.4, 2, 4, 2.3, 1, -1, 11
(25) O=C(NCCc1nc2ccccc2[nH]1)/C(=C/c1ccco1)NC(=O)c1ccc(Br)o1
  0.6, 0, -1, 1.4, 2, -9, 1.5, -6, -4, -6
(26) O=C(NCC(c1ccco1)N1CCc2ccccc2C1)C(=O)Nc1ccccc1 (stereo not drawn)
  1.0, 2, 0, -0.6, -2, 2, -0.8, 1, -9, 2
(27) CC(Oc1ccc(Cl)cc1Cl)C(=O)Nc1ccc2oc(-c3ccncc3)nc2c1 (stereo not drawn)
  4.2, 2, -2, -1.2, -7, 6, 0.6, 29, -4, -3
(28) Cc1ccc(C2C(C#N)=C(N)N(N(C)C)C3=C2C(=O)CCC3)cc1 (stereo not drawn)
  0.0, -2, 9, -0.1, 79*, -17, 1.9, 2, -3, 1
(29) Cc1ccc(C(=O)OCC(=O)c2ccc(CC(=O)N3CCOCC3)s2)cc1C
  3.9, 3, -17, -0.4, 17, 55*, -0.5, -6, -3, -29
(30) COc1ccc(N2CC(C(=O)Nc3cccc(OC(C)C)c3)CC2=O)cc1 (stereo not drawn)
  -0.9, -1, -7, 0.3, 2, -10, 0.4, -3, -4, -2
(31) CC1CC(C)CN(S(=O)(=O)CCNC(=O)c2ccccc2)C1 (stereo not drawn)
  -0.4, -2, 0, -0.3, 2, -6, 0.3, 7, -1, 14
(32) COc1ccc(NS(=O)(=O)c2cccc(C(=O)NNC(=O)c3ccc(=O)[nH]c3)c2)cc1
  -0.8, -2, 7, -0.4, 0, -1, -0.1, -2, -4, -10
(33) N#C/C(=C1\CCCN1)c1nc2ccccc2c(=O)[nH]1
  -1.6, 10, 5, -0.2, 6, 2, 1.9, 7, -2, -12
(34) C=C(C)COc1ccc(-c2n[nH]c(C)c2-c2ccc(OC)c(OC)c2)c(O)c1
  3.5, 2, 2, 0.0, -5, -7, 1.0, 3, 4, 11
(35) CCC1(C(N)=O)CC2C=CC1C2 (stereo not drawn)
  -3.4, 1, -2, -0.3, -1, 3, 0.0, -1, -5, 5
(36) CCCCOc1cccc2c(=O)n(CC(=O)Nc3ccc4c(c3)OCCO4)ccc12
  3.1, 2, -6, -0.1, 25, x, -0.8, 7, -6, -5
(37) Cc1cc(Br)ccc1NC(=O)CN(C)C(=O)c1cc([N+](=O)[O-])ccc1N1CCOCC1
  -0.6, -1, 8, -0.4, 5, 6, 2.8, -13, -7, 6
(38) COc1cc(C(CCN2CCCC(C)C2)c2c(OC)cc(OC)c3c2OC(=O)CC3c2ccc(N(C)C)cc2)cc(OC)c1OC (stereo not drawn)
  -0.2, 0, -7, -0.2, -8, -2, x, -1, -2, 1
(39) Cc1[nH]c2ccccc2c1C(=O)C(=O)Nc1ccc2c(c1)OCO2
  0.1, -2, 14, 0.7, -1, 5, 0.9, 1, -6, 6
(40) N#C/C(=C/c1ccc(CNS(=O)(=O)c2ccccc2)o1)C(=O)NCc1ccccc1
  1.5, -1, -20, -0.1, -9, -10, 4.8*, -21, -3, -34
(41) c1ccc(CN2CCOCC2)nc1
  -0.4, -2, -2, 0.3, -4, 7, 1.0, -4, -1, -2

In the list so far, these have a nitro group on carbon.
Each structure is followed by: LMPTP block, STEP inh, eLon inh, TbMetRS inhib, DNMT1 block, Scp-1 inhibitor, MsrA inhibitor, SUMO1 PPI mod, MsrA act, CendR NRP1 mod
(23) COc1ccccc1C(c1c(N)n(C)c(=O)n(C)c1=O)C(C)[N+](=O)[O-] (stereo not drawn)
  -3.0, 1, 2, -0.1, 4, -13, -0.1, -3, 0, -2
(37) Cc1cc(Br)ccc1NC(=O)CN(C)C(=O)c1cc([N+](=O)[O-])ccc1N1CCOCC1
  -0.6, -1, 8, -0.4, 5, 6, 2.8, -13, -7, 6

Reformatted: results already given
32	COc1ccc(NS(=O)(=O)c2cccc(C(=O)NNC(=O)c3ccc(=O)[nH]c3)c2)cc1
33	N#C/C(=C1\CCCN1)c1nc2ccccc2c(=O)[nH]1
34	C=C(C)COc1ccc(-c2n[nH]c(C)c2-c2ccc(OC)c(OC)c2)c(O)c1
35	CCC1(C(N)=O)CC2C=CC1C2 (stereo not drawn)
36	CCCCOc1cccc2c(=O)n(CC(=O)Nc3ccc4c(c3)OCCO4)ccc12
37	Cc1cc(Br)ccc1NC(=O)CN(C)C(=O)c1cc([N+](=O)[O-])ccc1N1CCOCC1
38	COc1cc(C(CCN2CCCC(C)C2)c2c(OC)cc(OC)c3c2OC(=O)CC3c2ccc(N(C)C)cc2)cc(OC)c1OC (stereo not drawn)
Compound | 32 | 33 | 34 | 35 | 36 | 37 | 38
LMPTP block | -0.8 | -1.6 | 3.5 | -3.4 | 3.1 | -0.6 | -0.2
STEP inh | -2 | 10 | 2 | 1 | 2 | -1 | 0
eLon inh | 7 | 5 | 2 | -2 | -6 | 8 | -7
TbMetRS inhib | -0.4 | -0.2 | 0.0 | -0.3 | -0.1 | -0.4 | -0.2
DNMT1 block | 0 | 6 | -5 | -1 | 25 | 5 | -8
Scp-1 inhibitor | -1 | 2 | -7 | 3 | x | 6 | -2
MsrA inhibitor | -0.1 | 1.9 | 1.0 | 0.0 | -0.8 | 2.8 | x
SUMO1 PPI mod | -2 | 7 | 3 | -1 | 7 | -13 | -1
MsrA act | -4 | -2 | 4 | -5 | -6 | -7 | -2
CendR NRP1 mod | -10 | -12 | 11 | 5 | -5 | 6 | 1

39	Cc1[nH]c2ccccc2c1C(=O)C(=O)Nc1ccc2c(c1)OCO2
40	N#C/C(=C/c1ccc(CNS(=O)(=O)c2ccccc2)o1)C(=O)NCc1ccccc1
41	c1ccc(CN2CCOCC2)nc1
Compound | 39 | 40 | 41
LMPTP block | 0.1 | 1.5 | -0.4
STEP inh | -2 | -1 | -2
eLon inh | 14 | -20 | -2
TbMetRS inhib | 0.7 | -0.1 | 0.3
DNMT1 block | -1 | -9 | -4
Scp-1 inhibitor | 5 | -10 | 7
MsrA inhibitor | 0.9 | 4.8* | 1.0
SUMO1 PPI mod | 1 | -21 | -4
MsrA act | -6 | -3 | -1
CendR NRP1 mod | 6 | -34 | -2
